Source: PubChem BioAssay
Tat transport: inhibitors of E. coli Tat protein transport. inhibition, % at 10 µM. E. coli MC4100 TorA-mCherry Tat export, fluorescence. 340,000 compounds, 0.036% hits;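 active = mean replicate inhibition at least 50% and at least half of replicates individually reaching 50%; inconclusive = only one of the two criteria met; inactive = neither criterion met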;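 note: exported cargo escapes ClpAP degradation while cytoplasmic cargo is degraded and loses fluorescence; 0% = median of neutral control wells and 100% = median of NaSCN control wells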
DAGLB inhibitor: diacylglycerol lipase beta (human) inhibition; Q8NCG7; 340,000 compounds, 0.059% hits; AID 504411; inhibition, % at 5.17 µM; HEK293T DAGLB membrane lysate, EnzChek fluorogenic substrate; in the data active = inhibition above about 34%;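 note: 0% = enzyme with vehicle and 100% = wells lacking enzyme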
Target sequence (Q8NCG7 whole entry, looked up): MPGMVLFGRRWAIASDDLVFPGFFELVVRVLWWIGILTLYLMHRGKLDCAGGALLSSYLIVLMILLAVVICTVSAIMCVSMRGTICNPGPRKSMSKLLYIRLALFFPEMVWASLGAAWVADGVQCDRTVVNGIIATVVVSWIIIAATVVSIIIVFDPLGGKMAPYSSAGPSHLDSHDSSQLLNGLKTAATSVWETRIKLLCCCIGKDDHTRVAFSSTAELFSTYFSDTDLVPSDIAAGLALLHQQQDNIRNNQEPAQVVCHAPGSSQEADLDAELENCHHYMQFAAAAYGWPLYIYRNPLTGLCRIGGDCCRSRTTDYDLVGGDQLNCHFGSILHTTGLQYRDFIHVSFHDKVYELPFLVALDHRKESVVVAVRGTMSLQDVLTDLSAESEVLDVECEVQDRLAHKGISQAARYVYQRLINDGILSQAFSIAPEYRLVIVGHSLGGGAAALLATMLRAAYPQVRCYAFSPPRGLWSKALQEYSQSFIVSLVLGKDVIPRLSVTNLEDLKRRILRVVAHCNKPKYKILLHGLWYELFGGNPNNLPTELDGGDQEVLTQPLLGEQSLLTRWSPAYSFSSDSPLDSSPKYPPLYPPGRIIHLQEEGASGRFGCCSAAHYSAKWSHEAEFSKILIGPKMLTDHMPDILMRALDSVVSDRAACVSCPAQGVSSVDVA
AddAB inh: less growth of phage-infected E. coli with AddAB; E. coli expressing H. pylori AddAB, absorbance growth; inhibition, % at 11.9 µM; 330,000 compounds, 0.29% hits; in the data active = inhibition above about 12%;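 note: 0% = vehicle wells of infected cells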
Wnt bcat act: activates Wnt/beta-catenin signaling in a reporter cell assay | activation, % at 9.35 µM | 300,000 compounds, 1.2% hits | activator, plate reader; in the data active = activation above about 30%, passing the limit was not always enough; inconclusive = no clear call, values can overlap the other calls;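 note: 0% = neutral control wells and 100% = positive control wells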
CAL PDZ inh: blocks peptide binding to human CAL PDZ domain; Q9HD26; purified CAL PDZ, TMR-peptide fluorescence polarization, 1 h; inhibition, % at 20 µM; 330,000 compounds, 0.02% hits; AID 504414;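 active = highest replicate inhibition of at least 40%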;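 note: plate controls were DMSO neutral control wells for no effect and unlabeled competitor peptide control wells for full effect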
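Test system: tagged CAL PDZ domain / Buffer or medium: sodium phosphate/NaCl buffer pH 7.4 with TCEP, IgG, Thesit / Reagent: TMR-labelled reporter peptide T*-PRC34 bound in PDZ groove / Compound dosing: single point, 20 µM / Schedule: 1 h incubation at room temperature before polarization reading / Technique: fluorescence polarization (mP) / Benchmarks: unlabelled peptide, DMSO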
Rtt109 Vps75: C. albicans Rtt109 histone acetyltransferase inhibition. purified Rtt109/Vps75, ThioGlo CoA-SH fluorescence, 4 h. inhibition, % at 34.9 µM. 330,000 compounds, 0.16% hits. AID 540336;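 active = inhibition of at least 50% in every replicate; inconclusive = best replicate reaches 50% inhibition but some replicates fall short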
Target sequence (Q5AAJ8 whole entry, looked up): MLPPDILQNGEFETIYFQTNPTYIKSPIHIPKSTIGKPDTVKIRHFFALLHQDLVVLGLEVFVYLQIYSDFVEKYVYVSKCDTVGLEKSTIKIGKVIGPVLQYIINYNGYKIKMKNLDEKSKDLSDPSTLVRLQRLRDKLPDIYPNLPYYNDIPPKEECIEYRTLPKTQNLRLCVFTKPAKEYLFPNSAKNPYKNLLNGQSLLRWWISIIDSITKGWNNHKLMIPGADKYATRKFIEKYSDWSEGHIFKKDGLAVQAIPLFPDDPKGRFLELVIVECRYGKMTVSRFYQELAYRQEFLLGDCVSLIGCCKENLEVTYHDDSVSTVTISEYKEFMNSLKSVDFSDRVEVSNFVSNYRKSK
PfHsp90 yeast 2: inhibits growth of yeast expressing Plasmodium falciparum Hsp90 | S. cerevisiae expressing PfHsp90, BacTiter-Glo ATP, 48 h; yeast lacking PDR1 and PDR3 efflux regulators | inhibition, % at 9.4 µM | 310,000 compounds, 0.32% hits;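 active = every replicate shows inhibition above about 80%, whatever the replicate mean, limit read from the data; inconclusive = mean inhibition reaches the set limit but some replicate falls short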;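 note: 0% = DMSO neutral controls and 100% = 20 µM radicicol positive controls; yeast relying on Plasmodium falciparum Hsp90 in place of its own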
phage Ecoli inh: E. coli growth loss with phage present; growth absorbance; inhibition, % at 11.9 µM; 360,000 compounds, 0.26% hits; in the data active = inhibition above about 11%
PvdQ inh: P. aeruginosa PvdQ acylase inhibition; purified PvdQ acylase, fluorescence plate reader; inhibition, % at 10 µM; 340,000 compounds, 0.063% hits; in the data active = inhibition above about 30%, passing the limit was not always enough; inconclusive = no clear call, values can overlap the other calls;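 note: 0% = vehicle neutral wells and 100% = reference inhibitor wells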
Ecoli viability: bacterial growth inhibition, counter-screen for AddAB inhibitors | 330,000 compounds, 0.27% hits | inhibition, % at 11.9 µM | E. coli V3065 growth, OD600 absorbance, 18 h;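 active = inhibition above the campaign's mean inhibition across all tested compounds plus 3 SD, cut at about 9.9% in these data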;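 note: uninfected addAB+ strain grown without phage in ampicillin broth; 0% = DMSO wells and 100% = ciprofloxacin 0.95 µg/ml wells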
The depositor's hits bear a star; ? = inconclusive; . = not tested or not shown.

SMILES	Tat transport	DAGLB inhibitor	AddAB inh	Wnt bcat act	CAL PDZ inh	Rtt109 Vps75	PfHsp90 yeast 2	phage Ecoli inh	PvdQ inh	Ecoli viability
Cc1ccc(C)c(-n2c(CNC(=O)c3ccco3)nnc2SCC(=O)Nc2nccs2)c1	-4.1	-1.3	2.2	-3.9	-1.8	-8.5	-11.5	3.0	-11.7	-1.4
O=C(NC1CC1)C1CCN(C2CCN(C(=O)CSc3ccccc3)CC2)CC1	4.7	-0.7	0.3	-3.2	1.0	-9.0	-10.6	-0.1	1.5	-3.4
O=C(NNC(=S)Nc1ccc(Br)cc1)c1ccccc1Br	-1.6	4.9	.	1.1	0.2	2.3	-22.5	0.7	2.1	.
O=C(NCc1ccc(F)cc1)c1noc2c1CCCC2	5.1	-1.0	1.8	-0.8	-0.4	-19.6	-7.6	.	-11.0	1.2
N#CCNC(=O)c1nn2c(C(F)(F)F)cc(-c3ccccc3)nc2c1Br	-9.0	-0.3	1.8	2.2	.	-4.6	6.9	-2.0	-21.3	-0.7
CCOC(=O)c1c(C)[nH]c(C2=NNC(=NC(C)COC)SC2)c1C (configuration not stated)	22.5	1.0	0.6	15.4	-3.8	3.3	-65.2	2.2	-7.9	1.2
O=C(NC(Nc1nc2ccccc2s1)(C(F)(F)F)C(F)(F)F)c1ccccc1	-3.1	-2.8	1.2	.	-0.7	-4.8	.	0.1	5.0	0.2
N#C/C(=C\C1=C(N2CCOCC2)C(=C\c2ccccc2)/CC1)C(=O)Nc1ccccc1F	-7.0	0.7	.	-5.7	-0.4	-13.4	8.0	3.6	16.8	.
COc1ccccc1/C=C/C(=O)N1CCC(c2ccccc2)C1 (configuration not stated)	-5.6	-5.9	1.8	.	-1.5	4.6	5.9	2.1	-2.3	-1.7
CCn1c(=Nc2ccc(N3CCOCC3)cc2)ccc2ccccc21	-3.4	1.4	1.9	-1.5	0.6	-8.6	9.3	3.2	-12.8	0.8

Given with two lines to a compound: 5 of the compounds above.
Results follow in this order: Tat transport, DAGLB inhibitor, AddAB inh, Wnt bcat act, CAL PDZ inh, Rtt109 Vps75, PfHsp90 yeast 2, phage Ecoli inh, PvdQ inh, Ecoli viability
O=C(NC1CC1)C1CCN(C2CCN(C(=O)CSc3ccccc3)CC2)CC1
 : 4.7, -0.7, 0.3, -3.2, 1.0, -9.0, -10.6, -0.1, 1.5, -3.4
O=C(NNC(=S)Nc1ccc(Br)cc1)c1ccccc1Br
 : -1.6, 4.9, ., 1.1, 0.2, 2.3, -22.5, 0.7, 2.1, .
O=C(NCc1ccc(F)cc1)c1noc2c1CCCC2
 : 5.1, -1.0, 1.8, -0.8, -0.4, -19.6, -7.6, ., -11.0, 1.2
N#CCNC(=O)c1nn2c(C(F)(F)F)cc(-c3ccccc3)nc2c1Br
 : -9.0, -0.3, 1.8, 2.2, ., -4.6, 6.9, -2.0, -21.3, -0.7
CCOC(=O)c1c(C)[nH]c(C2=NNC(=NC(C)COC)SC2)c1C (configuration not stated)
 : 22.5, 1.0, 0.6, 15.4, -3.8, 3.3, -65.2, 2.2, -7.9, 1.2

The list continues.
SMILES	Tat transport	DAGLB inhibitor	AddAB inh	Wnt bcat act	CAL PDZ inh	Rtt109 Vps75	PfHsp90 yeast 2	phage Ecoli inh	PvdQ inh	Ecoli viability
CNc1nc(Oc2ccc(=O)n(C)n2)nc(N2CCOCC2)n1	5.5	-3.7	1.4	.	-0.3	-3.2	0.3	3.4	-15.6	-2.6
O=C(CN1C(=O)NC2(CCCc3ccccc32)C1=O)NCc1ccc(Cl)cc1Cl (configuration not stated)	2.6	-0.7	1.6	1.8	-2.4	11.7	-17.4	2.8	-3.2	1.4
O=C(/C=C/c1cccs1)NC(=S)NNC(=O)Cc1cccs1	-5.9	1.5	-0.7	-0.1	-0.7	0.4	-12.5	-1.3	-6.2	-3.8
COc1ccc(CN2CCN(Cc3c[nH]c4ccccc34)CC2CCO)c(F)c1 (configuration not stated)	1.6	-0.6	-0.2	1.1	-2.1	5.6	-24.1	-0.2	5.7	-0.3
CCc1ccc(Sc2cc(C(=O)NCCN3CCOCC3)c3ccccc3n2)cc1	-2.2	-1.1	-0.4	1.3	0.1	13.9	9.8	2.2	3.8	-3.0
COc1ccccc1N(C)S(=O)(=O)c1ccc(C(=O)OCC(=O)Nc2ccccc2F)cc1	-7.4	-4.5	-0.4	-0.4	0.1	8.1	26.2	0.5	3.4	1.0
Fc1ccccc1N=C1Nc2cccc3cccc1c23	0.4	-4.0	1.4	1.7	0.0	-10.9	-86.3	1.2	-1.2	-2.3
Cc1cc2oc(C(=O)Nc3nonc3C)c(C)c2cc1C	-8.6	-4.5	1.8	?	-1.7	-7.4	-15.5	-2.0	-10.1	-0.2
CN(CCOc1ccccc1)CC(=O)Nc1cccc(Br)c1	18.8	-6.3	0.1	-0.1	0.0	-0.4	-13.8	0.0	-10.5	-1.8
COc1ccccc1NC(=S)N1CCN(C(c2ccccc2)c2ccccc2)CC1	6.1	0.1	3.2	-0.9	0.3	2.9	-0.1	4.7	8.9	0.2
COc1ccc(CN2CCNC(=O)C2CC(=O)N(C)CCCN2CCOCC2)cc1C (configuration not stated)	8.0	-0.7	3.0	-0.7	-1.6	-2.1	18.3	-1.0	-6.8	-0.9
CCOC(=O)C(C)Oc1cccc2c(=O)n(CC(=O)N3CCCc4ccccc43)ccc12 (configuration not stated)	-11.9	-4.9	0.0	0.0	-0.3	3.8	13.1	3.6	14.8	0.1
Cc1ccc(-n2ncc3c(NCc4cccnc4)ncnc32)c(C)c1	2.2	-2.5	3.2	-4.7	-2.3	1.8	-4.6	3.2	3.8	-0.5
Cn1c(SCC(=O)N2CCCCC2)nc2c([nH]c3ccccc32)c1=O	0.6	-1.3	2.6	-0.2	-1.3	-1.3	-2.3	1.9	-4.1	-0.9
CCOC(=O)C1=C(C)Nc2ccccc2N/C1=N\S(=O)(=O)c1cc(C(=O)O)ccc1Cl	-6.6	-0.9	1.4	-0.3	-0.3	-14.7	-7.6	-1.1	-14.7	-0.2
CCN(CC)S(=O)(=O)c1cccc(C(=O)Nc2ccccc2)c1	-1.5	-3.4	1.9	7.4	-2.7	-5.3	.	2.2	3.0	0.9
CSc1ccc(/C=C2\C(=N)N3N=C(CC(=O)N4CCCCC4)SC3=NC2=O)cc1	-0.7	2.0	-0.7	-1.3	-2.5	-0.4	1.3	0.8	-0.3	-2.7
Cc1[nH]n(-c2ccccc2)c(=O)c1N=Nc1cccc(C(=O)O)c1	20.6	-0.3	0.2	-1.1	-3.5	32.6	13.5	4.3	19.2	0.4
COc1ccc([N+](=O)[O-])cc1N(CC1CO1)S(=O)(=O)c1ccc(C)cc1 (configuration not stated)	-6.4	-0.1	4.3	-0.1	0.2	-22.3	6.6	2.3	-14.0	-1.0
CCNS(=O)(=O)c1ccc(CCC(=O)N2CCc3ccccc3C2)cc1	-1.6	-0.9	-1.8	1.2	0.8	26.3	-2.8	0.8	8.1	-1.0
Cc1cc2cccc(C)c2nc1SCC(=O)NNC(=O)c1ccco1	-3.3	-0.6	0.0	-2.7	0.5	-18.4	1.3	3.7	-4.5	1.6
CCCC(=O)c1c(C)c2ccccc2n1C	-6.9	-4.8	-1.2	.	-0.4	-4.0	.	3.9	-8.2	-3.5
CC(C)Oc1cc(NC(=O)CSCC(=O)Nc2cccc(C(F)(F)F)c2)c(Cl)cc1Cl	-4.0	-7.6	1.3	.	-0.7	-11.6	-26.0	0.5	-0.4	-0.9
CCCOc1ccc(C2c3c(oc4cc(C)c(C)cc4c3=O)C(=O)N2CCCN2CCOCC2)cc1 (configuration not stated)	10.7	1.7	4.8	0.5	-1.4	18.8	-10.4	2.3	-7.6	-0.7
NC(=NCCc1c[nH]c2ccccc12)NS(=O)(=O)c1ccc2ccccc2c1	1.2	-0.8	1.9	.	-2.1	21.6	21.9	2.4	1.6	-1.3
Cc1cccc(N2CCN(CC(=O)NCc3ccccc3)CC2)c1C	-3.0	-12.8	1.8	-0.8	-0.8	16.6	0.6	2.8	0.1	0.1
CCCn1c(C)cc(C(=O)CSc2nc3nc(C)cc(C)n3n2)c1C	-6.1	-1.5	0.3	-0.5	-2.4	1.9	-8.8	2.9	-5.4	-0.8
CC(C)Cn1c(N)c(S(=O)(=O)c2cccs2)c2nc3ccccc3nc21	3.9	-0.9	.	.	0.7	-23.8	-3.9	2.3	19.3	.
CC1(C(=O)Nc2cccc(S(=O)(=O)N3CCOCC3)c2)Cc2ccccc2C(=O)O1 (configuration not stated)	4.5	3.3	-0.7	-0.1	-2.2	-1.3	11.0	1.7	10.9	0.2
O=C(Nc1cccc([N+](=O)[O-])c1)Nc1ccc2c(c1)CCC2	-4.1	-4.1	-0.5	-8.1	-0.4	-0.4	-15.4	1.8	-6.9	2.0
CC(CN(C)Cc1ccccc1)OC(=O)c1cccs1 (configuration not stated)	-2.7	-5.6	-1.4	0.7	-1.6	8.5	-36.5	3.2	-13.4	-3.1
CCn1cnc2c1c(=O)n(CC(=O)OC)c(=O)n2Cc1ccccc1	-7.4	-1.5	0.5	0.4	0.0	-2.5	1.7	0.1	-1.1	-0.3
CCN1CCN(CCCCOc2ccccc2F)CC1	-4.3	-1.1	2.9	.	0.0	1.3	-33.9	-1.9	-5.2	0.2
Cc1cccc(NS(=O)(=O)c2cc(C(=O)N3CCN(C)CC3)ccc2C)c1	-11.6	-5.0	1.3	.	-1.2	-3.2	-12.6	2.5	-11.2	2.0
COc1ccccc1-c1cc(N)n[nH]1	-8.5	3.1	1.8	0.2	-1.0	14.5	5.1	1.3	-0.9	1.0
COc1ccccc1C1C(C(C)=O)=C(C)N=c2s/c(=C\c3cc(OC)c(OC)c(OC)c3)c(=O)n21 (configuration not stated)	2.6	0.3	1.6	.	-1.2	1.0	.	3.5	-6.6	-2.9
CSCCC(NC(=O)c1ccccc1)C(=O)N/N=C(\C)Cc1ccccc1 (configuration not stated)	-6.4	2.7	.	0.2	-3.1	7.8	4.8	2.9	-6.8	.
O=CN(Cc1ccco1)C1(C(=O)NC2CCCCC2)CCCCC1	3.3	0.6	1.1	-2.1	0.3	-9.5	-4.0	1.4	-7.1	-0.7
Cc1cccnc1NC(N)=S	-7.2	1.9	0.1	0.7	-2.1	-1.7	5.7	1.4	-9.8	1.6
CCc1cc(C(=O)NNC(=S)Nc2cccc(C)c2)cs1	2.8	-2.5	-4.5	38.9*	-0.3	-6.4	14.4	-0.8	-8.3	-3.5
COc1ccc(C(=O)[C@H]2[C@H]3C(=O)N(c4ccccc4)C(=O)[C@H]3C3C=CC=NN32)cc1 (some centres not stated)	6.3	.	1.0	4.5	.	12.0	.	-0.5	11.8	0.2
CC1CC(C)CN(C(=O)CN2C(=O)NC(c3ccccc3)(c3ccccc3)C2=O)C1 (configuration not stated)	-1.4	0.5	-2.8	-1.1	-0.3	-6.3	.	0.6	-16.5	-0.3
COc1ccc(-n2c(CCc3ccccc3)nnc2SCC(=O)c2ccccc2)cc1	9.8	-1.4	-0.3	-2.4	-25.8	7.2	3.0	3.0	3.7	-2.4
